Sm TGR block – blocks Schistosoma mansoni thioredoxin glutathione reductase. Q962Y6. purified TGR, DTNB reduction, TNB absorbance 405 nm. Potency, µM (doses to about 114 µM), inactives show top-dose activity change, negative = inhibition, usual class: inhibitors. actives 3% (n = 360,000). AID 485364; further: potency means the concentration at half of the fitted maximal effect; nearly all actives have a fitted effect of over 60% in size
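Kinetic colorimetric format: TGR-catalysed, NADPH-driven DTNB reduction monitored via TNB absorbance. Enzyme dispensed at 20 nM; compound exposure 15 min at room temperature before reaction start.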
AmpC detergent – AmpC beta-lactamase inhibition with detergent present | P00811 | AmpC hydrolysis of nitrocefin, absorbance 480 nm, 0.01% Triton | Potency, µM (series often up to 114 µM), for the others: at the top dose activity change, negative = inhibition, most hits filed as inhibitors | actives 0.041% (n = 370,000) | AID 485294;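 further: potency means the concentration at half of the fitted maximal effect; 0% = no-compound wells and -100% = no-enzyme wells; nearly all actives have a fitted effect of over 25% in size; some results filed as inactive show a strong effect at the top dose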
Target sequence (P00811 whole entry, looked up): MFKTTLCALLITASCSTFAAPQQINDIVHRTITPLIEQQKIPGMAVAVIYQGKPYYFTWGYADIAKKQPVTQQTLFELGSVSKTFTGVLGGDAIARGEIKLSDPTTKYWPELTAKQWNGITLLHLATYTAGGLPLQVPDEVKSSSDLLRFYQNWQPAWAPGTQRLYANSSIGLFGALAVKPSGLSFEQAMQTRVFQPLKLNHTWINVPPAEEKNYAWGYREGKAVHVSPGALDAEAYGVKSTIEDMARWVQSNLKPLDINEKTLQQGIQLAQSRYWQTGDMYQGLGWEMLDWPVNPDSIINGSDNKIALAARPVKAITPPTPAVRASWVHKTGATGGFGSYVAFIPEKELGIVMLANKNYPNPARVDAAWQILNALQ
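20 mM phosphate pH 7.0 + 0.01% (detergent screen) or 0.0001% Triton X-100; 5.3 nM AmpC reagent; cpd preinc 15 min RT; nitrocefin (800 uM stock) to start; A480 q20 s × 4 min; Activity was normalised to no-enzyme and no-compound control wells.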
FBPA Giardia inh – blocks Giardia fructose-bisphosphate aldolase activity; purified Giardia FBPA; Potency, µM (series often up to 59.6 µM), for the others: at the highest dose activity, negative = inhibition, hits mostly inhibitors; actives 0.71% (n = 290,000); AID 2451; further: potency means the concentration at half of the fitted maximal effect; nearly all actives have a fitted effect of over 55% in size
Target sequence (A8B2U2 whole entry, looked up): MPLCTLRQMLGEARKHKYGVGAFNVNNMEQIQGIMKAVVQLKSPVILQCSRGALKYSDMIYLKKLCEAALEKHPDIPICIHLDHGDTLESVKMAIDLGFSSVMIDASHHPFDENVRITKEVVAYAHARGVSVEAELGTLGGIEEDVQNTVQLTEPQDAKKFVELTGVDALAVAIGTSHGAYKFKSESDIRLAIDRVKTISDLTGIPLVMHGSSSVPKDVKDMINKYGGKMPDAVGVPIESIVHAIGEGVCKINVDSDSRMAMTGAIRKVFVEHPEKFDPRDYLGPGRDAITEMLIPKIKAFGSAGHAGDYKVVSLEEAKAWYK
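Giardia FBPA (40 nM reagent) was preincubated 10 min at RT with compound (up to 57.5 uM final), then substrate plus GAPDH/TPI/NAD/arsenate coupling system with diaphorase/resazurin was added; resorufin fluorescence (525/598 nm) was read after 20 min.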
HCV inh – inhibitors of hepatitis C virus infection; Potency, µM (top dose mostly 41.8 µM), for the others: top-dose activity change, negative = inhibition, hits mostly inhibitors; actives 3.4% (n = 340,000); Huh7.5.1 HCVcc-Cre infection, luciferase reporter, 44 h; further: potency means the concentration at half of the fitted maximal effect
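Whole-lifecycle infectious HCVcc-Cre system; cells 1,000/well, compound then virus (~0.5 moi) added 4 h after plating, 44 h culture. Luciferase read 15 sec following 15 min substrate incubation, room temp.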
AMA1 RON2 block – AMA1-RON2 (P. falciparum) interaction inhibition. AlphaScreen AMA1-biotinylated RON2 peptide binding. Potency, µM (top dose mostly 58.2 µM), for inactives: at the top dose activity change, negative = inhibition, most hits filed as inhibitors. actives 0.2% (n = 360,000). AID 720542;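 further: potency means the concentration at half of the fitted maximal effect; 0% = vehicle wells and -100% = peptide control; nearly all actives have a fitted effect of over 45% in size; some results filed as inactive show a strong effect at the top dose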
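AMA1 (3D7) with his tag at 25 nM final met compounds first, then biotinylated RON2 peptide at 25 nM; detection used donor plus acceptor beads, 10 µg/mL apiece, read by AlphaScreen after 30 min at room temperature.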
HCMV antiviral – blocks human cytomegalovirus replication; HFF cells, HCMV-luciferase reporter, 72 h; stronger effect = lower value; activity change, negative = inhibition, % at 57.5 µM; actives 4.5% (n = 410,000); AID 1259415; in the data active means activity change below about -60%; inconclusive means no clear call, values can overlap the other calls; inactive means above about -39%
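Two-dose cell screen: HFF monolayers treated with compounds and infected with luciferase-expressing HCMV at 1 PFU/cell, 72 h at 37C, then lysed for luciferase measurement.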
The depositor's hits bear a star; ? = inconclusive; nt = not tested or not shown; [ ] = dose if it differs, or a comment. Unless noted, the call rests on the fitted dose curve; in most records, active means well fitted curve in the direction sought with a large enough effect; inconclusive means small, poorly fitted or top-dose-only effect, or another doubt; inactive means no such curve, though single readings can be large; an effect the other way counts as inactive or inconclusive. Unless noted, on the % scale 0 is the no-effect control and ±100 the full control effect.

Below each compound – AMA1 RON2 block	FBPA Giardia inh	Sm TGR block	AmpC detergent	HCV inh	HCMV antiviral
(1) Oc1cccc(Nc2c3ccccc3nc3ccccc23)c1
  -5.9%	-17.4%	-29.7%	10.5%	?	-100.1*
(2) O=C1CC(c2ccco2)CC(O)=C1C=NCCN1CCN(C(=O)Nc2ccc(Cl)cc2)CC1 (configuration not stated)
  29.0%	-1.2%	-2.5%	?	15.4%	29.7
(3) Clc1nnc(Cl)c2c1ncn2Cc1ccccc1
  -9.8%	-5.0%	-8.4%	?	-5.1%	?
(4) CN(Cc1nc(-c2cccc(Cl)c2)no1)C1CCOCC1
  18.4%	0.8%	4.5%	-5.4%	11.0%	1.9
(5) Cc1c(NC(=O)Nc2ccccc2[N+](=O)[O-])c(=O)n(-c2ccccc2)n1C
  -9.2%	4.6%	-6.7%	5.2%	10.6%	10.1
(6) COCCn1c(C(C)C)nc2oc3ccccc3c(=O)c2c1=O
  51.2%[activator]	-5.6%	2.5%	?	14.0%	10.5
(7) O=C(NCCN1CCOCC1)c1cc([N+](=O)[O-])ccc1Cl
  -12.7%	-1.9%	1.9%	-0.2%	16.5%	-1.0
(8) Clc1nc(CN2CCCCC2)nc2sc3c(c12)CCCC3
  12.8%	0.7%	20µM*	-3.1%	-17.3%	-6.4
(9) Cc1ccc(C(=O)NCC(c2ccco2)N2CCc3ccccc3C2)cc1C (configuration not stated)
  0.9%	nt	0.3%	-10.4%	11.8%	16.1
(10) COc1ccc(C)cc1NC(=O)CNC(C)C(=O)Nc1ccc(C(C)=O)cc1 (configuration not stated)
  54.0%[activator]	-1.0%	5.7%	-0.4%	2.0%	41.9
(11) CCC(=O)OCn1nnc2ccccc2c1=O
  -13.5%	7.1%	12.2%	-1.3%	20.2%	21.9
(12) Cc1ccc(-c2c(C(=O)N/N=C/c3ccsc3)nnn2-c2nonc2N)cc1
  5.2%	?	-8.1%	?	9.0%	13.4
(13) c1ccc(Oc2cccc(Oc3ccccc3)n2)cc1
  43.5%[activator]	nt	nt	nt	-0.7%	39.8
(14) CC(C)NC(=O)Cn1cc(C(=O)C2CC2)c2ccccc21
  -4.2%	1.8%	-6.0%	3.1%	5.9%	-61.4*
(15) COc1cccc(NC(=S)N2CCC(NC(=O)C3CCCCC3)CC2)c1
  20.1%	-8.7%	2.4%	-10.9%	-9.4%	-25.0

Single values from the list.
Result for `CCC(=O)OCn1nnc2ccccc2c1=O` under HCMV antiviral: 21.9
Result for `COCCn1c(C(C)C)nc2oc3ccccc3c(=O)c2c1=O` under HCMV antiviral: 10.5

The list continues:
Below each compound – AMA1 RON2 block	FBPA Giardia inh	Sm TGR block	AmpC detergent	HCV inh	HCMV antiviral
(16) O=C(CSc1nnc(SCc2ccc(F)cc2)s1)Nc1ccc(C(=O)O)cc1
  11.4%	9.8%	-29.2%	?	2.8%	18.5
(17) CC(C)CN1CCC(CNC(=O)CCc2nnc(Cc3c[nH]c4ccccc34)o2)CC1
  -1.7%	-0.3%	7.0%	-5.3%	?	5.5
(18) CCCCC(CC)C(=O)Nc1cc([N+](=O)[O-])ccc1F (configuration not stated)
  2.0%	1.6%	3.1%	0.9%	-4.0%	3.9
(19) COc1cc(Cl)ccc1OCc1cc(C(=O)N(C)Cc2nnc(C)o2)no1
  0.5%	nt	-2.9%	0.9%	0.8%	53.2
(20) O=C(Nc1ccc2nc(SCCOc3ccccc3)sc2c1)c1cccs1
  nt	nt	0.0%	24.5%	nt	-22.6
(21) O=c1[nH]c(=O)n(Cc2ccccc2)c2nc(-c3ccc(C(F)(F)F)cc3)n(CCO)c12
  -12.9%	-9.6%	32.3%	13.1%	3.2%	76.5
(22) Cc1ccc2c(c1)C(=O)OC(C(=O)Nc1ccccc1C(=O)O)C2 (configuration not stated)
  nt	nt	-19.8%	3.3%	nt	5.6
(23) O=c1[nH]n(-c2ccccc2)c(=O)c2ccccc12
  10.6%	-14.0%	-1.2%	-13.5%	6.4%	78.3
(24) O=[N+]([O-])c1cccc(-c2cn3nc(-c4ccccc4)c(-c4ccccc4)nc3n2)c1
  9.2%	1.2%	9.0%	4.2%	-4.2%	0.2
(25) COc1cccc(C(=O)Nc2nnc(Cc3ccc(OC)c(OC)c3)s2)c1
  -1.5%	0.3%	5.5%	2.5%	9.3%	13.4
(26) CN(Cc1nc(-c2cnccn2)no1)C1CC(C)(C)NC(C)(C)C1
  -4.0%	0.8%	-9.4%	-7.5%	20.4%	23.7
(27) O=C(COC(=O)c1ccccc1OCc1ccc(Cl)cc1)NC1CC1
  -11.5%	1.9%	-0.5%	-10.2%	-1.8%	62.9
(28) Cc1ccc(CNC(=O)CCCCCn2c(=O)c3sccc3n(CC(=O)N(C)c3ccccc3)c2=O)cc1
  nt	nt	-6.0%	2.1%	nt	-12.7
(29) COC(=O)c1ccccc1NC(=O)CCC(=O)N1CC(C)Sc2ccccc21 (configuration not stated)
  nt	nt	1.2%	-5.6%	nt	-25.9
(30) COc1ccc(-c2nc3sc(CCNC(=O)C(=O)Nc4ccc(C)cc4C)c(C)n3n2)cc1
  nt	nt	-0.1%	-0.9%	nt	-30.5
(31) COC(C(=O)Nc1ccnn1C1CCN(Cc2cccc(C)n2)CC1)c1ccccc1 (configuration not stated)
  19.3%	-22.9%	0.0%	-12.7%	11.3%	-7.6
(32) COc1cc(OC)cc(C(=O)N2CCC(C(=O)NCCc3ccccc3)CC2)c1
  -2.5%	13.7%	6.4%	-10.8%	-22.6%	39.7
(33) COc1cccc(C(=O)NCC2CCCN2S(=O)(=O)c2cccs2)c1 (configuration not stated)
  9.2%	nt	-1.9%	?	25.4%	-31.1
(34) CC(C)c1ccc(NC(=O)CSc2nc3ccsc3c(=O)n2CCC(=O)O)cc1
  -8.8%	13.5%	4.4%	0.2%	-6.3%	58.5
(35) O=C(Nc1ccccc1Cl)N1CCN(Cc2ccc3c(c2)OCO3)CC1
  9.5%	9.7%	-11.8%	?	6.6%	-29.1
(36) Nn1c(SCC(=O)NC2CCCC2)nnc1-c1ccccc1F
  -5.3%	7.3%	7.3%	-0.5%	-1.7%	-11.8
(37) CC1=C(C(=O)OCc2ccc(C)cc2)C(c2c(Cl)cccc2Cl)CC(=O)N1 (configuration not stated)
  nt	nt	-1.3%	9.9%	nt	-18.7
(38) NC(=O)Cn1cnc(-c2ccccc2)c1
  -12.7%	-2.7%	-0.9%	-5.9%	1.0%	-20.2
(39) COc1ccc(CCN2C(=O)CN(C3CCC(C)CC3)C(=O)C2c2ccc(OC(C)C)c(OC)c2)cc1OC (configuration not stated)
  nt	nt	10.7%	8.4%	nt	0.0
(40) COCCCNc1nc2c([nH]1)c(=O)[nH]c(=O)n2C
  13.5%	-3.1%	-7.4%	2.0%	15.8%	23.3
(41) Cc1cc(=O)oc2c(CN3CCCCC3)c(O)ccc12
  -2.4%	nt	nt	nt	20.3%	11.0
(42) COC(=O)c1ccc(C)c(NC(=O)CCc2ccc(OC)c(OC)c2)c1
  12.0%	5.0%	4.4%	-12.0%	17.7%	32.2
(43) CCCn1c(N)c(C(=O)CN(C)CC(=O)Nc2ccccc2C(F)(F)F)c(=O)[nH]c1=O
  43.5%[activator]	nt	0.3%	0.0%	6.4%	-13.1
(44) CCN1C[C@@H]2[C@@H]3C(=O)N(C)C(=O)[C@@H]3[C@](C)(C(=O)OC)N2C1=NC
  -1.2%	nt	nt	nt	0.3%	18.4
(45) Cc1ccc([N+](=O)[O-])cc1NC(=O)CCSc1ccc(Cl)cc1
  -0.3%	-1.0%	6.9%	3.0%	?	14.2
(46) Cc1c(C)[n+](=O)c2c(n1[O-])C(Br)CCC2Br (configuration not stated)
  -17.7%	-20.0%	39.8µM*	2.3%	9.5%	27.5
(47) O=C(c1ccncc1)N1CCc2ccccc2C1
  -3.4%	nt	1.0%	0.7%	22.6%	18.3
(48) N#CCSc1ccc(S(=O)(=O)N2CCOCC2)cn1
  -11.1%	nt	nt	nt	3.6%	-20.4
(49) COc1ccc(N(Cc2cccs2)C(=O)c2ccccc2C)cc1
  nt	nt	4.2%	16.9%	nt	2.9
(50) CC(C)NC(=O)CC1C(=O)NCCN1CC(c1ccccc1)c1ccccc1 (configuration not stated)
  3.0%	-16.2%	?	3.1%	-0.8%	-8.8
(51) CN(c1cccc(NC(=O)CN(c2ccc(C34CC5CC(CC(C5)C3)C4)cc2)S(C)(=O)=O)c1)S(C)(=O)=O
  -11.6%	-1.4%	8.0%	1.2%	?	nt
(52) Cc1c(C(=O)OCC(=O)Nc2ccccc2OC(F)F)cccc1[N+](=O)[O-]
  -14.8%	-2.7%	-6.6%	-3.5%	-6.6%	?
(53) CC(=O)Oc1ccc(/C=C(\NC(=O)c2ccco2)C(=O)Nc2ccc(C(C)=O)cc2)cc1
  -2.3%	1.1%	0.5%	-9.9%	-7.5%	-32.8
(54) O=C(CO)N/N=C/c1ccc(Cl)cc1
  11.0%	0.6%	0.3%	3.1%	nt	8.7
(55) CCOC(=O)N1CCC(NC(=O)c2ccc(Cl)cc2)CC1
  -3.4%	2.8%	8.0%	9.5%	10.0%	31.1
(56) Cc1cc(C)c(S(=O)(=O)Nc2ccc(OCC(=O)O)cc2)c(C)c1
  3.1%	-9.4%	-5.2%	?	13.4%	-36.9
(57) COc1nc(-c2ccc(Cl)cc2Cl)nc2ccccc12
  -3.6%	8.6%	1.6%	-16.1%	-16.6%	6.5
(58) O=C(Nc1ccc(F)cc1)c1ccc(-n2cnnc2)cc1
  nt	nt	5.4%	11.2%	nt	-37.7
(59) Nc1ccc(Cc2nc3cc4ccccc4cc3[nH]2)cc1
  -7.8%	-7.1%	8.2%	0.7%	-15.7%	?
(60) COc1ccc(Cc2nnc3c4cnn(C)c4ncn23)cc1
  5.7%	-0.4%	-3.9%	-6.6%	-5.3%	-3.8

Sorted by length of the SMILES (rising): 3 of the compounds above.
Below each compound – AMA1 RON2 block	FBPA Giardia inh	Sm TGR block	AmpC detergent	HCV inh	HCMV antiviral
(54) O=C(CO)N/N=C/c1ccc(Cl)cc1
  11.0%	0.6%	0.3%	3.1%	nt	8.7
(59) Nc1ccc(Cc2nc3cc4ccccc4cc3[nH]2)cc1
  -7.8%	-7.1%	8.2%	0.7%	-15.7%	?
(53) CC(=O)Oc1ccc(/C=C(\NC(=O)c2ccco2)C(=O)Nc2ccc(C(C)=O)cc2)cc1
  -2.3%	1.1%	0.5%	-9.9%	-7.5%	-32.8

Next section.
Below each compound – AMA1 RON2 block	FBPA Giardia inh	Sm TGR block	AmpC detergent	HCV inh	HCMV antiviral
(61) CCOc1ccc(-n2c(SCC(=O)NCC3CCCO3)nc3c([nH]c4ccccc43)c2=O)cc1 (configuration not stated)
  nt	nt	9.2%	-1.1%	nt	5.9
(62) C=CCNC(=S)NNC(=O)c1ccncc1
  84.7%[activator]	?	3.7%	0.7%	14.0%	-63.9*
(63) CCN(CC)C(=O)C(C)N(C#N)c1nc(NC(C)C)nc(NC(C)C)n1 (configuration not stated)
  -5.1%	7.6%	1.8%	-0.4%	-5.6%	5.3
(64) Cc1cccc(N2CC34C=CC(O3)C(C(=O)O)C4C2=O)c1 (configuration not stated)
  -15.7%	5.0%	4.3%	?	6.4%	-23.6
(65) CC(=O)/C(=N/Nc1ccccc1)Sc1nnc(C(O)c2ccccc2)n1-c1ccccc1 (configuration not stated)
  48.7%[activator]	-22.8%	-6.9%	?	1.9%	-8.2

Screens (PubChem)
